Vif-APOBEC3G blk – Vif-A3G binding inhibition. HeLa A3G-eYFP + Vif (tagged APOBEC3G with the HIV-1 protein that degrades it), YFP fluorescence, overnight. Potency, µM (series often up to 46.1 µM), without a hit: at the highest dose activity, negative = active, actives largely listed as inhibitors. 410,000 tested, 0.076% active;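 further: on the % scale 0 is the no-effect control and ±100 the full control effect; nearly all actives have a fitted effect of over 60% in size; hits raise eYFP signal because A3G escapes Vif-driven loss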
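Read-out is eYFP fluorescence (Ex 488/Em 500-530) from Vif-expressing HeLa A3G-eYFP cells; more signal means A3G escaped Vif-mediated degradation. Cells plated overnight, compound pinned in, incubated overnight at 37 deg C.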
USP1-UAF1 inh – blocks the human USP1/UAF1 deubiquitinase complex | recombinant USP1/UAF1, Ub-Rhodamine cleavage fluorescence | 390,000 tested, 0.23% active | O94782 | Potency, µM (top dose mostly 57.1 µM), without a hit: at the highest dose activity change, negative = inhibition, most hits filed as inhibitors; further: on the % scale 0 is the no-effect control and ±100 the full control effect; nearly all actives have a fitted effect of over 60% in size; inactives centre near -12
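Step one: compound is pinned into 1nM USP1/UAF1 in HEPES pH 7.8 buffer with TCEP. Step two: 15 min room-temperature incubation. Step three: Ub-Rho (150nM final) starts cleavage, tracked by fluorescence over six one-minute reads.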
TrxR1 substrate – is turned over as a substrate by rat TrxR1; purified TrxR1 substrate turnover, NADPH consumption readout; O89049; Potency, µM (series often up to 114 µM), inactives show at the highest dose activity change, negative = substrate turnover; 390,000 tested, 0.01% active; further: on the % scale 0 is the no-effect control and ±100 the full control effect; nearly all actives have a fitted effect of over 50% in size
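Rat TrxR1, dispensed at 90 nM, was prereduced with 400 uM NADPH (final) for 5 min at ~22 deg C, then incubated with compound 15 min before 400 uM selenite. A first-read NADPH fluorescence drop versus no-compound background flagged substrates.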
RGS4 inh – blocks human RGS4-accelerated GTP hydrolysis; P49798; Potency, µM (series often up to 114 µM), inactives show at the highest dose activity change, negative = inhibition, most hits filed as inhibitors; AID 504845; 390,000 tested, 0.039% active; Transcreener GDP fluorescence polarization, RGS4-accelerated GTP hydrolysis; further: on the % scale 0 is the no-effect control and ±100 the full control effect; nearly all actives have a fitted effect of over 75% in size; some results filed as inactive show a strong effect at the top dose
Target sequence (P49798 whole entry, looked up): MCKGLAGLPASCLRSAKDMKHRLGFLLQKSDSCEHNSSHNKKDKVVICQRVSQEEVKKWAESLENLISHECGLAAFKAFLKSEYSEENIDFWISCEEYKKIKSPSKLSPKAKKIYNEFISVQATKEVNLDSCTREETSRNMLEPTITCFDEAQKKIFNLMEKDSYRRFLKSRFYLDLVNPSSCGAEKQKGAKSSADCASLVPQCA
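MLSMR compounds (23 nl, pin-transferred) preincubated 10 min at room temperature with a 500nM (2x) first reagent, then RGS4 at 900nM (2x) plus Transcreener GDP mix added; fluorescence polarization (620/688 nm) read before and after 90 min at 30 °C.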
ALOX12 inh – ALOX12 (human) lipoxygenase inhibition; purified 12hLO, xylenol orange hydroperoxide absorbance; Potency, µM (series often up to 108 µM), without a hit: top-dose activity change, negative = inhibition, hits mostly inhibitors; 580,000 tested, 1.1% active; further: on the % scale 0 is the no-effect control and ±100 the full control effect
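Purified human 12hLO (150 nM final) in 25 mM Hepes, 0.01% Triton X-100, pH 7.0 was preincubated 15 min at room temperature with compound. Then 40 uM arachidonic acid was added, 30 min. Hydroperoxide was read by Fe-XO absorbance ratio 573/405 nm.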
Vif-APOBEC3F blk – Vif-A3F binding inhibition; HeLa A3F-eYFP + Vif (tagged APOBEC3F with the HIV-1 protein that degrades it), YFP fluorescence increase; Potency, µM (series often up to 46.1 µM), without a hit: top-dose activity, negative = active; AID 602313; 390,000 tested, 0.2% active; further: % of control where 0% means no effect; nearly all actives have a fitted effect of over 65% in size
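HeLa cells stably expressing A3F-eYFP plus Vif, plated and incubated overnight at 37 deg C, then exposed to compounds overnight at 37 deg C. Blocked degradation read as raised yellow fluorescence (Ex 488/Em 500-530).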
TrxR1 inh – rat TrxR1 inhibition | O89049 | Potency, µM (top dose mostly 114 µM), without a hit: at the top dose activity change, negative = inhibition, hits mostly inhibitors | AID 588453 | recombinant rTrxR1, NADPH fluorescence consumption, selenite substrate | 390,000 tested, 1% active; further: on the % scale 0 is the no-effect control and ±100 the full control effect; nearly all actives have a fitted effect of over 65% in size
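Rat TrxR1 (90 nM in the dispensed reagent) was pre-reduced with 400 uM NADPH for 5 min at room temperature, then incubated with compound for 15 min. After 400 uM selenite was added, NADPH fluorescence (Ex 340/Em 450 nm) was followed for 8 min.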
IDH1 R132H inh – human IDH1 R132H inhibition | AID 602179 | IDH1-R132H enzyme, NADPH consumption, diaphorase/resazurin fluorescence | Potency, µM (doses to about 76.6 µM), for inactives: top-dose activity change, negative = inhibition, most hits filed as inhibitors | 390,000 tested, 0.093% active; further: on the % scale 0 is the no-effect control and ±100 the full control effect; nearly all actives have a fitted effect of over 65% in size
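IDH1-R132H (0.5 ug/mL) preincubated 30 min with compound, then NADPH (0.016 mM) and alpha-KG (2 mM) added; 80 min at RT, pH 7.5. Remaining NADPH coupled via diaphorase/resazurin to fluorescence (540/590 nm); concentration-response curves normalized to no-enzyme control.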
RXFP1 ag – activates the human relaxin receptor RXFP1 | Q9HBX9 | HEK293T-RXFP1 cAMP TR-FRET, 30 min; response scale: percent of porcine relaxin response, buffer zero | Potency, µM (series often up to 57.5 µM), for inactives: at the top dose activation, hits mostly activators | AID 2676 | 370,000 tested, 0.3% active; further: on the % scale 0 is the no-effect control and ±100 the full control effect; nearly all actives have a fitted effect of over 60% in size; many of its hits are not listed in these tables
Target sequence (Q9HBX9 whole entry, looked up): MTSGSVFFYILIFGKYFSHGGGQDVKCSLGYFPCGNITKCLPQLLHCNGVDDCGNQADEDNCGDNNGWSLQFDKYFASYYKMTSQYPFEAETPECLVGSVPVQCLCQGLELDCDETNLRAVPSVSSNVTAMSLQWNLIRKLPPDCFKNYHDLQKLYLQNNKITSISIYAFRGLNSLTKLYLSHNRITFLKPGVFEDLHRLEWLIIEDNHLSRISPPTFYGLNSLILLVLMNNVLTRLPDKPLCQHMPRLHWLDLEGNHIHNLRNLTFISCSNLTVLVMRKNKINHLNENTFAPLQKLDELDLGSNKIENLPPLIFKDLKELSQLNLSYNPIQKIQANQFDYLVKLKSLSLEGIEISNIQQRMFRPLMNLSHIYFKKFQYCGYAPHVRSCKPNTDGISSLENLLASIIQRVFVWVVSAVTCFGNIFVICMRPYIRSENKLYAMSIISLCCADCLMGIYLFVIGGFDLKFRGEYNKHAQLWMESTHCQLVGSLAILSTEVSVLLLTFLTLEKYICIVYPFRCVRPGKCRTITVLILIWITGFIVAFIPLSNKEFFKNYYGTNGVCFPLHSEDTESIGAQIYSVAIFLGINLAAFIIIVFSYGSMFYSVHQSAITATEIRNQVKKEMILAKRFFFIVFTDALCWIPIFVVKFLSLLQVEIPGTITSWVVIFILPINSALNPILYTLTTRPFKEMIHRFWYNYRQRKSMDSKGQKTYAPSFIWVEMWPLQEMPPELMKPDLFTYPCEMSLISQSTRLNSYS
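HEK293T cells stably expressing RXFP1 were pretreated with the PDE4 inhibitor Ro 20174, exposed to compounds for 30 min at 37C, lysed, and cAMP was read by TR-FRET. Data normalized to buffer (basal) and 29 nM porcine relaxin (100%).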
Starred values were filed as active, the others as inactive; i = inactive; ? = inconclusive; . = not tested or not shown; [ ] = remark or other dose. The call rests on the fitted dose curve; in most records, active means well fitted curve in the direction sought with a large enough effect; inconclusive means small, poorly fitted or top-dose-only effect, or another doubt; inactive means no such curve, though single readings can be large; an effect the other way counts as inactive or inconclusive. Potency means the concentration at half of the fitted maximal effect. Only part of the results is shown, so the mix of outcomes need not match the whole.

SMILES | Vif-APOBEC3G blk | USP1-UAF1 inh | TrxR1 substrate | RGS4 inh | ALOX12 inh | Vif-APOBEC3F blk | TrxR1 inh | IDH1 R132H inh | RXFP1 ag
CCOc1ccc(NC(=O)CN(C)C(=O)c2cc(C)oc2C)cc1OCC | 0% | -19% | -6% | 1% | -1% | 1% | -16% | -3% | -0.5%
O=C(N/N=C\c1ccc(COc2ccc([N+](=O)[O-])cc2)o1)c1ccc(Cl)cc1 | 2% | -11% | -5% | 0% | 0% | 1% | -7% | -4% | -2.9%
Cc1cc(Cl)ccc1C(=O)C1CCCN(C(=O)CCn2cnnn2)C1 (stereo not given) | -2% | -13% | 11%[11.4 µM] | -29% | 12% | 4% | 23%[11.4 µM] | 5% | -2.5%
CCC1/C(=N\O)CC(c2ccco2)NC1c1ccco1 (stereo not given) | 1% | -3% | 1% | 9% | -2% | 1% | 6% | -4% | 0.0%
Cc1ccc2nc(NC(=O)c3cc(=O)c4cc(C)c(C)cc4o3)sc2c1 | -2% | ? | -1% | 3% | -13% | 0% | 14% | 5% | -1.0%
COc1cccc(CNC(=O)C2CCC(=O)N(C3CC3)C2)c1OC (stereo not given) | 0% | -10% | -4%[57.1 µM] | -26%[56.9 µM] | -24% | 6% | 19%[57.1 µM] | -1% | -1.8%
Cc1cc(C)n2nc(SCc3nc4ccccc4[nH]3)nc2n1 | -1% | -10% | 10%[57.1 µM] | -11% | 9%[57.4 µM] | 1% | 23%[57.1 µM] | -5% | -0.2%
Cc1cc(Nc2ccc(Br)cc2)n2nc(-c3ccccc3C)nc2n1 | 2% | ? | 8% | 9% | -1% | -1% | 35% | 1% | -0.6%
C#CCn1c(O)c(N=NC(=O)CNC(=O)c2cccnc2)c2ccccc21 | 0% | -17% | -8% | 6% | -30% | 3% | 4% | 24% | 3.4%
COc1ccc(OCc2nn[nH]n2)cc1 | 1% | -5% | -6% | -17% | -6% | 11% | 3% | 3% | 0.7%
COc1ccc(-c2csc(NC(CO)c3nc4ccccc4n3Cc3ccc(C)cc3)n2)cc1 (stereo not given) | -14% | 2% | -4% | -20% | -4% | -9% | 21% | 0% | .
Cc1ccc(-c2c[n+](CC(=O)OCc3ccccc3)c3n2CCC3)cc1 | -2% | -6% | 7%[57.1 µM] | 14% | -5% | -16% | 16%[11.4 µM] | 2% | -0.8%
COc1ccc(NC(=O)C(C)Sc2nnc3c4c(nc(-c5ccc(OC)cc5)n23)CC(C)(C)OC4)cc1 (stereo not given) | -4% | -4% | 30% | 5% | -13% | 3% | 37% | 9% | -0.6%
COCCCNc1ccnc2c(Cl)cccc12 | 1% | -3% | -6% | 6% | 0% | 9% | -5% | -1% | 0.5%
CCN(C[C@H]1N[C@@](CC)(C(=O)OC)[C@H]2C(=O)N(Cc3ccccc3)C(=O)[C@@H]12)S(=O)(=O)c1ccccc1 | -4% | -27% | -2% | -21% | 14% | 0% | 9% | 7% | .
CCn1cc(CNC(=O)C2C3CCC(C3)C2C(=O)O)cn1 (stereo not given) | 0% | -6% | -5% | 16% | 472%[activator] | . | -8% | -1% | -3.4%
FC(F)(F)c1cccc(-n2c(Cn3nnc4ccccc43)n[nH]c2=S)c1 | -1% | -19% | -2% | 0% | 0% | ? | -22% | 0% | 11%
O=C(COc1ccccc1)Nc1nc2ccccc2[nH]1 | -6% | -15% | 0% | -17% | -5% | 1% | -5% | 2% | -0.5%
CN1CCN(C(=O)C2(NC(=O)Nc3cccc(F)c3)CCCCC2)CC1 | 2% | 2% | 1% | -33% | 82%[activator] | 5% | 9% | 6% | 0.7%
CC1CCN(C(=O)CSc2c3c(nc4ccc(Cl)cc24)CCCC3)CC1 | -14% | 13% | -2% | 1% | ? | 5% | 9% | 18% | -0.7%

Given in markdown: part of the list above.
| structure | Vif-APOBEC3G blk | USP1-UAF1 inh | TrxR1 substrate | RGS4 inh | ALOX12 inh | Vif-APOBEC3F blk | TrxR1 inh | IDH1 R132H inh | RXFP1 ag |
| --- | --- | --- | --- | --- | --- | --- | --- | --- | --- |
| Cc1ccc(-c2c[n+](CC(=O)OCc3ccccc3)c3n2CCC3)cc1 | -2% | -6% | 7%[57.1 µM] | 14% | -5% | -16% | 16%[11.4 µM] | 2% | -0.8% |
| O=C(COc1ccccc1)Nc1nc2ccccc2[nH]1 | -6% | -15% | 0% | -17% | -5% | 1% | -5% | 2% | -0.5% |

Just TrxR1 inh, for three of the compounds above:
Compound,TrxR1 inh
FC(F)(F)c1cccc(-n2c(Cn3nnc4ccccc43)n[nH]c2=S)c1,-22%
O=C(COc1ccccc1)Nc1nc2ccccc2[nH]1,-5%
CN1CCN(C(=O)C2(NC(=O)Nc3cccc(F)c3)CCCCC2)CC1,9%

Following part.
SMILES | Vif-APOBEC3G blk | USP1-UAF1 inh | TrxR1 substrate | RGS4 inh | ALOX12 inh | Vif-APOBEC3F blk | TrxR1 inh | IDH1 R132H inh | RXFP1 ag
CCCNC(=O)C1(CC2CC(c3ccccc3)=NO2)CCN(C(=O)c2cc(OCC)c(OCC)c(OCC)c2)CC1 (stereo not given) | -11% | -30% | -2% | 3% | 1% | -2% | 4% | -7%[38.3 µM] | .
CC(C)c1ccc(/C=N/NC(=O)CC(=O)NC2CCCCC2)cc1 | -5% | -4% | 6%[57.1 µM] | -31% | ? | 1% | 12% | 1% | -0.1%
CCn1cc(CNC(=S)Nc2cccc(Cl)c2C)cn1 | 1% | -6% | 2% | -9% | -6% | 0% | -1%[57.1 µM] | 1% | -1.0%
CC(=O)NC(CC(=O)NCCc1ccccc1)c1ccccc1 (stereo not given) | 0% | -13% | 5% | -20% | i | 2% | 31% | -1% | -0.8%
CCCOC(=O)c1cccc(NC(=O)COc2ccc([N+](=O)[O-])cc2)c1 | 0% | -14% | -3% | 17% | -2% | 2% | 5% | 5% | 0.2%
Cc1ccc2occ(CC(=O)Nc3ccc(S(=O)(=O)N4CCCC(C)C4)cc3)c2c1 (stereo not given) | 6% | -12% | -2% | 3% | 1% | 0% | 23% | -4% | -0.2%
CSc1nsc(/C=C/Nc2cccc(Cl)c2)c1C#N | ? | ? | -3% | -22% | ? | ? | ? | 7% | ?
NC(C(=O)O)c1nn[nH]n1 (stereo not given) | -3% | . | 2% | -12% | . | . | 21% | . | .
C/C(Cl)=C/Cn1c(N2CCCC2)nc2c1c(=O)[nH]c(=O)n2C | -3% | -18% | -1% | -2% | 70%[activator] | 13% | 21% | 0% | -0.3%
CC(C)(C)NC(=O)NC(=O)COC(=O)c1cc[n+]([O-])cc1 | 0% | -31% | 3% | 15% | 2% | 9% | 10% | 9% | 2.5%
Cc1ccc(-n2ccnc(SCC(=O)NC3CCCC3)c2=O)cc1Cl | -2% | -23% | 94%[activator] | -16% | 3% | 0% | 49%[activator] | 2% | -1.2%
CCOC(=O)/C=C1/SCC(=O)N1CCOc1cccc(Br)c1 | 1% | -23% | -1% | 9% | ? | -6% | -3% | -7% | .
O=C(NCCCCc1ccccc1)c1cc([N+](=O)[O-])cc([N+](=O)[O-])c1 | 5% | -19% | -5% | -7% | 6% | 0% | -8% | 4% | 0.5%
O=C(c1ccc2ccccc2c1)N1CCN(c2ccc(O)cc2)CC1 | 1% | -7% | -10% | ? | ? | -5% | -14% | 2% | 2.6%
COc1ccc(Nc2c(C)cccc2C)cc1 | 0% | -17% | 2% | -8% | -9% | -12% | 16% | 0% | 0.2%
COc1cccc(OC)c1OCCCCc1c(C)n[nH]c1C | 0% | -6% | -6% | 20% | -20% | -10% | 16% | 11% | 1.4%
CCCCN1CC(=O)N2Cc3[nH]c4ccccc4c3C[C@H]2C1=O | 1% | -5% | -3% | 38% | 0% | -8% | 5% | -2% | -0.1%
CCOC(=O)C1=C(C)NC(=NC)SC1c1ccccc1 (stereo not given) | -3% | -12% | -2%[57.1 µM] | ? | -4% | -5% | 14%[11.4 µM] | 10% | 0.5%
O=C(COC(=O)Cc1cccc(F)c1)NCCc1ccccc1 | -1% | 6% | 3% | -10% | 9% | 1% | 10% | 7% | 1.3%
CCOc1ccc(CCNC(=O)c2cc3c(=O)n(C)c4ccccc4c3n2C)cc1 | -5% | -23% | 10% | 26% | -5% | -4% | 40%[activator] | -6% | -0.8%
Cc1ccc2nc(SCC(=O)Nc3c(C)n(C)n(-c4ccccc4)c3=O)[nH]c2c1 | 2% | -9% | 13%[57.1 µM] | -34% | -1% | 3% | 23%[57.1 µM] | 0% | 1.4%
COc1ccc2ccn(C)c2c1 | 6% | 8% | 1% | 21% | 1% | -2% | 10% | 2% | 0.0%
Cc1ccc(O)c(C(CC(=O)NCc2ccco2)c2ccccc2)c1 (stereo not given) | -1% | -15% | -7% | 5% | -13% | 14% | 1% | -5% | 0.1%
Cc1ccccc1NC(=O)/C(C#N)=C\c1cc(C)n(-c2ccc(C(=O)O)cc2)c1C | -1% | -25% | -7% | 6% | 4% | -5% | -4% | 8% | 0.0%
COc1cccc(CSc2nnnn2-c2ccc(O)cc2)c1 | 0% | -8% | -6% | -17% | -11% | 13% | 13%[57.1 µM] | 14% | 1.5%
Cc1ccc(-c2ccccc2NC(=O)C2C3C=CC(C3)C2C(=O)O)o1 (stereo not given) | 0% | -14% | 17% | -43% | 13% | 2% | ? | -8% | 1.6%
CC1=CCC2C(=O)N(c3ccc(C)c(Br)c3)C(=O)C2C1 (stereo not given) | 1% | -2% | -3% | -33% | -15% | -2% | 6% | -1% | -0.8%
